High-throughput results: PubChem BioAssay, Southern Research Specialized Biocontainment Screening Center
influenza NS1A: NS1A inhibition, H1N1 influenza, cell based functional assay (AID 504329); inhibition, % at 12.5 µM, or IC50 in µM where a hit was titrated; actives 0.3% (n = 340,000); NS1A functional cell-based assay, percent inhibition; higher % means a stronger effect; in the data active = a potency from the dose series; inconclusive = inhibition above about 27% without an active follow-up result; also: strong numbers were not always called active
VEEV TC-83 Vero: inhibitors of VEEV TC-83 cytopathic effect, confirmation, Vero cells (AID 588727); inhibition, % at 20 µM; hits with a dose series show IC50 in µM; Vero cells, VEEV TC-83 cytopathic effect inhibition; higher % means a stronger effect; actives 0.13% (n = 350,000); in the data active = a potency from the dose series; inconclusive = inhibition mostly from about 14% at the one dose, without a potency; inactive = the rest, 99 in 100 with inhibition below about 12%; also: strong numbers were not always called active
tuberculosis growth: growth inhibition of non-replicating M. tuberculosis (AID 488890) | Mycobacterium tuberculosis non-replicating, growth inhibition; higher % means a stronger effect | inhibition, % at 25 µM; hits with a dose series show IC50 in µM | actives 0.39% (n = 320,000); in the data active = a potency from the dose series; inconclusive = inhibition mostly from about 82% at the one dose, without a potency; inactive = the rest, 99 in 100 with inhibition below about 76%;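 also: plate controls were DMSO cells for no effect and high antibiotic wells for full effect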
PhoP GFP inhibition: PhoP regulon inhibitors, Salmonella typhi PhoP promoter GFP reporter, confirmatory (AID 1850); actives 0.33% (n = 310,000); one-dose inhibition, % at 50 µM; IC50 in µM for titrated hits; Salmonella Typhi PhoP-promoter GFP reporter, fluorescence, 4 h; higher % means a stronger effect; in the data active = a potency from the dose series; inconclusive = inhibition mostly from about 25% at the one dose, without a potency; inactive = the rest, 99 in 100 with inhibition below about 19%;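 also: 0% = induced wells with vehicle and 100% = uninduced wells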
H37Rv inhibition: M. tuberculosis growth inhibition, HTS (AID 449762); M. tuberculosis H37Rv growth inhibition, 7H9 media; higher % means a stronger effect; one-dose inhibition, % at 25 µM; IC50 in µM for titrated hits; actives 0.59% (n = 330,000); in the data active = a potency from the dose series; inconclusive = inhibition above about 70% without an active follow-up result;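 also: bacterial growth assessed after seven days of incubation; strong numbers were not always called active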
VEEV TC-83 Vero 10K pilot screen: second read-out of VEEV TC-83 Vero, no call of its own (marks repeat the call); inhibition, %; measured here: 10K pilot screen inhibition
* marks the source's active call; other numbers are inactive results; i = inactive; ? = inconclusive; . = not tested or not shown; & = joins results of further samples.

SMILES	influenza NS1A	VEEV TC-83 Vero	tuberculosis growth	PhoP GFP inhibition	H37Rv inhibition	others
CN(C)S(=O)(=O)c1cccc(C(=O)N=C2N=C3C=CC(Cl)=CN3Cc3ccccc32)c1	0%	1.3%	1%	-5%	4%
CCCCN(CCCC)CCCNC(=O)Cn1cc2c(n1)-c1c(oc(C(=O)N3CCCC3)c1C)CC2	1%	1.1%	11%	-2%	-4%
Cc1cccc(NC(=O)c2ccc(N(C)C3CCCCC3)c([N+](=O)[O-])c2)n1	6%	6.2%	0%	-11%	7%
CC(Oc1ccc(Br)cc1)C(=O)NCC(C)(C)N1CCOCC1 (stereo unspecified)	3%	6.9%	-3%	1%	4%
CC(C)(C)C1CCC(=NNc2ccc(S(N)(=O)=O)cc2[N+](=O)[O-])CC1 (stereo unspecified)	10%	27%	-16%	3%	-6%
Cc1ccc2c(=O)[nH]c(Cc3ccccc3C(=O)O)nc2c1	11%	0.3%	13%	-11%	0%
O=C(CN(Cc1ccccc1)C1=NCCS1)c1ccc(Cl)cc1	5%	i	31%	1%	4%	VEEV TC-83 Vero 10K pilot screen=0.0
CCOC(=O)C1CCCN(C(=O)CCNC(=O)Cn2ccc3ccccc3c2=O)C1 (stereo unspecified)	-5%	0.1%	-9%	-1%	2%
Cc1csc(NC(=O)c2cc(C)on2)n1	-1%	1.5%	0%	.	-4%
Cn1c(=O)c2c(nc(Sc3ncnn3CC(=O)N3CCOCC3)n2C)n(C)c1=O	-7%	0.8%	-2%	-2%	-4%
O=C(CCn1c(=O)oc2ccccc21)N1CCN(c2ccccc2F)CC1	-6%	2.3%	-2%	-2%	-6%
O=C1c2ccccc2C(=O)N1CC1CCCO1 (stereo unspecified)	1%	1.8%	-3%	0%	-5%
Cc1ccc(NC(=O)c2ccc3ccccc3n2)cc1S(=O)(=O)N1CCOCC1	-1%	4.6%	-4%	0%	-10%	VEEV TC-83 Vero 10K pilot screen=0.6
COCCCNc1nc2ccccc2nc1NS(=O)(=O)c1cccc(Cl)c1	0%	1.0%	12%	-11%	-4%
CCc1ccc(NC(=O)Nc2ccsc2C(=O)OC)cc1	3%	2.1%	0%	-7%	-2%
CC(C)CC(NC(=O)C1CCC(C)CC1)C(=O)Nc1ccccc1F (stereo unspecified)	3%	3.6%	6%	4%	-4%
CCCC(c1nnnn1CS(=O)(=O)c1ccc(C)cc1)N1CCN(c2ccccc2)CC1 (stereo unspecified)	11%	i	-1%	6%	2%
CCN1CCN(C(=O)CCn2c(=O)c3cccn3c3cccnc32)CC1	1%	1.1%	-3%	6%	-5%
CC(C)Cn1c(CCC(N)=O)nnc1SC(C)C(=O)Nc1ccc2c(c1)OCO2 (stereo unspecified)	-10%	1.5%	1%	.	-10%
O=C(CCCn1c(=O)[nH]c2ccc(Br)cc2c1=O)NCc1ccc(Cl)cc1	-4%	i	-12%	9%	-1%
O=C1Nc2ccc(Br)cc2/C1=C/C(=O)c1ccc2c(c1)OCO2	-7%	?	i	3%	7.7µM*
Cc1cccc(NC(=O)c2ccc3c(=O)n4c(nc3c2)CCCCC4)n1	-6%	8.1%	35%	2%	17%
Cc1ccc(Cl)c(OCC(=O)NN2CCN(C)CC2)c1	-13%	1.1%	-3%	0%	0%
C=CCc1cccc2cc(C(=O)N(CC)CC)c(=O)oc12	20%	1.5%	2%	-2%	-3%
CC1CCCCC12NC(=O)N(CC(=O)NCc1ccco1)C2=O (stereo unspecified)	-20%	0.6%	-10%	.	-2%
CCOC(=O)c1cc(CC)sc1NC(=O)C1CC1	-2%	2.6%	23%	-1%	32%
Cc1ccccc1-n1c(=O)[nH]c(=O)c2c(N)c(C(=O)c3ccc(Cl)cc3)sc21	13%	1.4%	-13%	-12%	57%
CN(C)S(=O)(=O)c1ccc(C(=O)NCCN=C2NS(=O)(=O)c3ccccc32)cc1	1%	1.2%	-4%	15%	6%
CN(CC(=O)NCCc1ccc(Cl)cc1)S(=O)(=O)c1ccc2c(c1)c(=O)n(C)c(=O)n2C	3%	5.5%	.	21%	-1%
COc1cc(/C=C/C(=O)O)cc(Br)c1O	7%	0.9%	-9%	-2%	6%
c1ccc(CSc2nnc(-c3ccco3)c(-c3ccco3)n2)cc1	6%	0.8%	46%	-3%	3%
CCCN1CCC(=O)N(CCSc2ccc(OC)cc2)CC1	-11%	0.1%	-1%	2%	0%
COc1ccc(NS(=O)(=O)c2ccc(-c3ccccn3)s2)cc1	.	i	5%	-3%	1%
O=C(CCc1ccccc1)NCCSc1ccccc1	1%	i	39%	-2%	-1%
O=C(Cc1ccc(F)cc1)Nc1ccccc1N1CCCC1	-5%	3.6%	37%	-7%	1%
COc1ccc(CN2CCCCCC2)c(C)c1C	2%	1.2%	-9%	-9%	-11%

Ordered by count of non-hydrogen atoms (rising): some entries from above
SMILES	influenza NS1A	VEEV TC-83 Vero	tuberculosis growth	PhoP GFP inhibition	H37Rv inhibition	others
CCOC(=O)c1cc(CC)sc1NC(=O)C1CC1	-2%	2.6%	23%	-1%	32%
O=C(CCc1ccccc1)NCCSc1ccccc1	1%	i	39%	-2%	-1%
O=C(Cc1ccc(F)cc1)Nc1ccccc1N1CCCC1	-5%	3.6%	37%	-7%	1%
CC1CCCCC12NC(=O)N(CC(=O)NCc1ccco1)C2=O (stereo unspecified)	-20%	0.6%	-10%	.	-2%
c1ccc(CSc2nnc(-c3ccco3)c(-c3ccco3)n2)cc1	6%	0.8%	46%	-3%	3%
CN(CC(=O)NCCc1ccc(Cl)cc1)S(=O)(=O)c1ccc2c(c1)c(=O)n(C)c(=O)n2C	3%	5.5%	.	21%	-1%

Other structures
SMILES	influenza NS1A	VEEV TC-83 Vero	tuberculosis growth	PhoP GFP inhibition	H37Rv inhibition	others
CCCCOc1ccc(S(=O)(=O)N2CCCCC2)cc1	-8%	1.6%	49%	-7%	-2%
Cc1cc(/C=N/NC(=O)c2cccc([N+](=O)[O-])c2)c(C)n1-c1ccccc1	-1%	0.6%	17%	7%	20%
COc1cc([N+](=O)[O-])ccc1NC(=O)c1cccc(NC(=O)C(C)C)c1	-14%	2.5%	-4%	-7%	1%
CCOC(=O)c1ccc(NC(=S)NNC(=O)COC)cc1	-2%	i	-8%	-1%	0%
O=C(CSc1nnc(-c2cc3ccccc3cc2O)n1Cc1ccco1)N1CCc2ccccc2C1	0%	1.6%	25%	-4%	-2%
CCC1(c2ccccc2)ON(c2c(Br)cccc2Br)C1=O (stereo unspecified)	2%	30%	55%	.	17µM*
CN1CCN(c2nc(-c3ccccc3)nc(-c3ccccc3)c2C#N)CC1	12%	7.3%	-1%	4%	?
COc1ccc(C2=NOC(C(=O)NCCCn3ccnc3)C2)cc1 (stereo unspecified)	-1%	3.1%	12%	-14%	2%
CCC(=O)N1CCN(c2c(Cl)cccc2[N+](=O)[O-])CC1	-17%	4.2%	-5%	-12%	-6%
O=S(=O)(NCCc1ccccc1)c1ccc(Br)s1	-2%	0.8%	5%	-16%	7%
CCn1c(SCC(=O)NNC(=O)c2ccc(C)cc2)nnc1-c1ccncc1	-6%	0.3%	-9%	2%	-5%
O=C(c1ccccc1Cl)N1CCN(S(=O)(=O)N2CCCCC2)CC1	9%	i	-12%	-12%	-3%
CNC(=O)Nc1ccccc1NC(=O)NC	23%	1.4%	-3%	5%	-11%
Cc1ccc(CN2CC(C(=O)N3CCN(c4ccccc4Cl)CC3)CC2=O)cc1 (stereo unspecified)	-8%	4.1%	32%	.	-8%
CC(=O)C1CCC2C3CCC4CC(=O)CCC4(C)C3C(O)CC12C (stereo unspecified)	-20%	i	.	.	.
COCCOC(=O)c1[nH]c2c(c1C)C(=O)CC(c1ccc(F)cc1)C2 (stereo unspecified)	-1%	i	23%	-10%	-16%
O=C(Cn1cnc2cc([N+](=O)[O-])ccc2c1=O)Nc1cccc(S(=O)(=O)N2CCCCC2)c1	3%	2.5%	.	.	.
Cc1ccc(Cn2nc(C)c(C(=O)NCC(c3cccs3)N3CCOCC3)c2Cl)cc1 (stereo unspecified)	5%	6.6%	15%	0%	3%
Cc1cccc(N2CCN(Cc3oc(CO)cc(=O)c3O)CC2)c1C	2%	1.2%	.	-2%	-10%
CC(OC(=O)Cn1cnc2c1c(=O)n(C)c(=O)n2C)C(=O)N(C)c1ccccc1 (stereo unspecified)	-6%	1.5%	-4%	2%	0%
CN1C(=O)CC(c2ccccc2)Nc2ccccc21 (stereo unspecified)	0%	1.7%	12%	3%	-6%
COc1cccc(-c2cc(C(F)(F)F)c(C#N)c(=O)[nH]2)c1	-12%	0.8%	21%	-8%	-10%
COc1ccccc1NC(=O)C1=C(C)Nc2nc(-c3cccs3)nn2C1c1cccnc1 (stereo unspecified)	-2%	3.5%	-30%	11%	-7%
Nc1cc(N)cc(C(=O)OCC(=O)Nc2cc(S(=O)(=O)N3CCCCC3)ccc2Cl)c1	13%	4.6%	14%	7%	-1%
COc1ccccc1C(CC(=O)N1CCCC1)c1ccc2c(c1)OCO2 (stereo unspecified)	6%	i	5%	-3%	2%
O=C(N/N=C/c1ccncc1)c1ccc(OCc2ccccc2)cc1	-6%	2.5%	58%	-10%	?
COc1ccc(C(=O)c2c[nH]c3ccccc23)cc1	-4%	3.6%	9%	7%	8%
Cc1ccc(Cn2nnnc2CN2CCC(NC(=O)C(C)(C)C)CC2)cc1	8%	0.5%	15%	-9%	-7%
CC(=O)c1cc(OC(=O)N2CCOCC2)ccc1OC(=O)N1CCOCC1	9%	0.5%	-12%	-1%	-6%
C=C[C@H]1CN2CC[C@H]1C[C@H]2[C@H](O)c1ccnc2ccccc12	4%	i	4%	-2%	-8%
Cc1ccc(C)c(NC(=O)CSc2sc3c(O)cc(=O)[nH]c3c2C#N)c1	-1%	3.0%	17%	14%	2%
O=C(Oc1ccccc1Cl)c1ccc(-n2cncn2)nc1	-4%	i	?	-8%	-16%
O=C(O)Cn1nc(-c2ccccc2)oc1=O	5%	5.6%	-9%	-2%	-2%
COc1ccccc1/C=C/CN1CCC(n2nccc2NC(=O)C2CC2)CC1	22%	1.5%	46%	-9%	-12%
Cc1cccc(CCNC(=O)CCS(=O)(=O)c2cc3c(cc2C)NC(=O)CO3)c1	-2%	i	9%	10%	-9%
Cc1cc(C)c(NC(=O)c2cc(C(=O)O)ccc2C(=O)O)c([N+](=O)[O-])c1	4%	7.9%	13%	-10%	7%
CC1SCCN1S(=O)(=O)c1ccc2ccccc2c1 (stereo unspecified)	0%	0.2%	16%	-13%	-4%
CN(CCOc1ccc(Cl)cc1)C(=O)CNS(=O)(=O)c1ccc(N(C)C)c([N+](=O)[O-])c1	6%	5.1%	.	.	.
Brc1ccc2c(c1)C(c1cccnc1)=NNC(c1cccs1)=N2	8%	8.9%	13%	-9%	1%
COc1ccc(CC(=O)Oc2ccc(C)cc2Br)cc1S(=O)(=O)N1CCOCC1	-1%	i	-2%	10%	10%
O=C(CCc1ccccc1)NNC(=O)c1ccc(F)cc1	-3%	0.5%	-5%	3%	14%
O=C(C[n+]1cccc(C(=O)N/N=C/c2ccc(Br)cc2)c1)c1ccccc1	12%	1.3%	7%	.	-4%
CCOP(=O)(OCC)C(NC(=O)c1ccccc1C)C(Cl)(Cl)Cl (stereo unspecified)	-1%	i	-12%	3%	4%
COC(=O)c1cccc(C(=O)N2CCCC(CCC(=O)N(C)CCc3ccccn3)C2)c1 (stereo unspecified)	-4%	0.5%	-4%	28%	-3%
Fc1ccccc1C1c2[nH]c3ccccc3c2CCN1Cc1ccoc1 (stereo unspecified)	4%	0.2%	18%	-10%	5%
CCOC(=O)c1c(CN2CCOCC2)n(C)c2cc(Br)c(O)c(CN(C)C)c12	0%&1%	2.1%&4.1%	15%	-3%&3%	-7%&-3%
CCN(CC)S(=O)(=O)c1ccc(C(=O)NCCN(C)C)cc1	-4%	0.5%	-3%	9%	2%
CC(C)c1ccc(NC(=O)CSc2nc3ccccc3nc2N2CCCC2)cc1	-18%	i	2%	-4%	6%	VEEV TC-83 Vero 10K pilot screen=1.0
COc1ccc(/C=C/C(=O)O)cc1S(=O)(=O)N1CCC(Cc2ccccc2)CC1	-11%	i	4%	-4%	-7%
CCn1nc(C)c([N+](=O)[O-])c1C(=O)NNC(=O)c1ccccc1Cl	-20%	i	9%	-21%	7%
CCN(c1ccc(OC)cc1)S(=O)(=O)c1nnc(NC(=O)COc2ccccc2)s1	-4%	5.2%	3%	5%	1%
